Source: PubChem BioAssay
Hsp70 inhibitors = Hsp70 inhibitors, probe displacement, primary screen, biochemical, fluorescence polarization (AID 583) | Hsp70 fluorescence polarization probe displacement, mP; higher % means a stronger effect | displacement, % at 20 µM, or IC50 in µM where a hit was titrated | actives 0.06% (n = 140,000); in the data active = displacement above about 50%;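 note: plate controls were vehicle for no effect and reference ligand for full effect; a part of the inactive calls stands beside numbers as strong as those of hits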
MKP-3 inhibition = MKP-3 phosphatase inhibitors, primary screen, biochemical, rat enzyme, in vitro (AID 425); recombinant MKP-3 phosphatase activity, fluorescence; higher % means a stronger effect; inhibition, % at 20 µM; hits with a dose series show IC50 in µM; actives 0.17% (n = 110,000); in the data active = inhibition above about 50%;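 note: plate controls were vehicle for no effect and reference inhibitor for full effect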
* hit, by the source's call; . = not tested or not shown; & = joins results of further samples. Not all compounds are listed; rates above refer to the full screens.

SMILES | Hsp70 inhibitors | MKP-3 inhibition
CCOC(=O)c1cccc(NC(=O)COc2ccccc2)c1 | 4.1% | 1.1%
O=C1Nc2ccccc2C12OCCS2 (configuration not stated) | -6.6% | -0.9%
COC(=O)c1sc(=S)sc1C(=O)OC | -2.5% | 15.7%
CC(SCC(=O)Nc1ccc(S(=O)(=O)N2CCCCC2)cc1)C(=O)O (configuration not stated) | -2.5% | -9.2%
COc1cc(C)c(CNc2cc(C)cc(C)c2)cc1C | 0.4% | .
CCOc1ccc2nc(N3CCCC(C(=O)NCCCN4CCOCC4)C3)sc2c1 (configuration not stated) | 8.0% | -5.2%
CC(Nc1cc(N2CCN(C)CC2)ccc1[N+](=O)[O-])C12CC3CC(CC(C3)C1)C2 (configuration not stated) | -3.9%&-5.2% | 2.7%&-0.2%
CCCNC(=O)CN(c1ccc(F)cc1)S(=O)(=O)c1ccc2c(c1)OCCO2 | 2.5% | .
CCSc1nnc(-c2ccc(OC)cc2)o1 | -4.1% | 5.7%
COc1ccccc1NC(=O)CNC(=O)c1ccccc1 | 1.3% | -3.9%
Cn1c(SCC(=O)Nc2nc3ccccc3s2)nnc1-c1ccccc1 | 0.8% | .
c1ccc(Nc2nc(N3CCOCC3)nc(N3CCOCC3)n2)cc1 | 0.2% | -4.2%
O=C(Nc1nnc(C2CCCO2)s1)c1ccc(Br)cc1 (configuration not stated) | 5.2% | .
CC(=O)Oc1ccc(/C=c2\sc3ncnn3c2=O)cc1 | 5.0% | 1.1%
CCN1C(=O)CSc2ccc(C(=O)NCc3ccc(OC)cc3)cc21 | 4.4% | .
O=C(Cc1ccc(Br)cc1)Nc1cc([N+](=O)[O-])ccc1Cl | -5.9% | 4.2%
O=C1OCc2cc(NS(=O)(=O)c3cccs3)ccc21 | 1.6% | -0.9%
CC(=O)NCC(=O)OC(C)C(=O)Nc1ccc(C(C)=O)cc1 (configuration not stated) | -0.8% | -3.9%
COCCCNC(=O)c1ccc(OC)cc1 | 2.5% | -0.2%
CN1C(=O)/C(=C\c2ccc(-c3cc(Cl)cc(Cl)c3)o2)SC1=S | -0.2% | -5.7%
CCOc1ccc(OCC)c2sc(C)nc12 | 6.2% | -4.8%
CCOC(=O)c1cc2sccc2n1CC(=O)O | -2.4% | .
O=C(Cn1cnc2c(oc3ccccc32)c1=O)c1ccccc1 | -0.5% | -7.3%
S=C1NCCOCCOCCOCCNC(=S)NCCOCCOCCOCCN1 | -2.8% | .
CCN(CC)CCP(=O)(c1ccccc1)c1ccccc1 | 5.2%&1.8% | 3.2%
COC(=O)c1ccc(CSc2nnnn2Cc2ccccc2)cc1 | 4.6% | 3.2%
O=C1CC(c2ccccc2)Cc2nc(N3CCc4ccccc4C3)ncc21 (configuration not stated) | 4.2% | .
CCCOc1ccc(N2C(=O)CC(N(CCc3ccc(OC)c(OC)c3)C(=O)CC)C2=O)cc1 (configuration not stated) | 2.9% | 3.2%
COc1cc2c(cc1NC(=O)C1CCCO1)oc1ccccc12 (configuration not stated) | 2.1% | -10.5%
Cc1ccc(Cn2c(=O)c3ccccc3n3c(SCC(=O)N4CCCCC4C)nnc23)cc1 (configuration not stated) | 1.0% | 4.1%

Among those listed so far, two contain a thiophene ring, fused or not.
SMILES | Hsp70 inhibitors | MKP-3 inhibition
O=C1OCc2cc(NS(=O)(=O)c3cccs3)ccc21 | 1.6% | -0.9%
CCOC(=O)c1cc2sccc2n1CC(=O)O | -2.4% | .

Later entries
SMILES | Hsp70 inhibitors | MKP-3 inhibition
O=C(CSc1nnc2c(n1)[nH]c1ccccc12)Nc1cccc2ccccc12 | -2.3% | 3.9%
CN(C)c1ccc(C2N3CC4(C)CN2CC(C)(C3)C4O)cc1 (configuration not stated) | -0.7% | -14.1%
COc1ccc(C2NC(c3ccc(OC)c(OC)c3OC)C(C)C(=O)C2C)c(OC)c1OC (configuration not stated) | 1.9% | 0.7%
CCOc1ccccc1N1CCN(S(=O)(=O)c2ccc3c4c(cccc24)C(=O)N3)CC1 | 2.7% | -11.6%
CCn1c(CSc2nc(C)cs2)nc2cc(S(=O)(=O)N(C)C)ccc21 | 8.0% | 4.2%
CCOCCCn1c(=S)[nH]c2cc(C(=O)N3CCN(C)CC3)ccc2c1=O | -1.9% | -9.1%
O=[N+]([O-])c1ccc(Cl)cc1NCCNS(=O)(=O)c1ccc2ccccc2c1 | 6.0% | 0.3%
COc1ccc(C2CC(c3ccccc3)=Nc3ccccc3S2)cc1OC (configuration not stated) | 0.4% | 0.0%
O=C1C(=O)N(c2nc3ccccc3s2)C(c2ccc3c(c2)OCO3)/C1=C(/O)c1ccccc1 (configuration not stated) | 0.5% | -9.5%
COc1ccc(CCNC(=O)c2ccc3c(c2)OCO3)cc1OC | -0.4% | -0.5%
CSc1nnc(-c2ccc(S(=O)(=O)N3CCCC3)cc2)n1C | 1.4% | -2.2%
O=C(/C=C/c1ccc(-c2ccc([N+](=O)[O-])cc2)o1)c1cc2ccccc2o1 | 17.2% | 5.7%
COc1ccc(S(=O)(=O)N2CCN(C(=O)c3ccc(-c4ccccc4)cc3)CC2)cc1 | -4.7% | 3.8%
CS(=O)(=O)N(CC(=O)Nc1ccc(Oc2ccccc2)cc1)c1cccc(Cl)c1 | 0.7% | -0.2%
CC(=O)Nc1ccc(S(=O)(=O)NCCSc2ccc(C)cc2)cc1 | 1.1% | -4.5%
O=C(C1CCN(S(=O)(=O)c2cccc3cccnc23)CC1)N1CCN(c2ccccn2)CC1 | -5.3% | -8.2%
Cc1cc(C(=O)Nc2c(C)nn(Cc3c(Cl)cccc3Cl)c2C)no1 | -0.3% | -5.5%
COc1ccccc1OCCCCN1CCN(c2ccccc2OC)CC1 | 4.8% | .
Oc1ccccc1/C=N/Nc1nnc2c(n1)[nH]c1ccc(Br)cc12 | -1.9% | 5.2%
COC(C)(C)C(=O)C(C(=O)c1ccccc1)/C(=C/C(=O)c1ccccc1)C(C)(C)OC (configuration not stated) | -1.1% | -2.9%
N#Cc1cn(Cc2ccccc2)c2ccccc12 | -1.0% | -3.1%
COCC(=O)Nc1nc2n(n1)C(c1ccccc1Cl)CC(c1ccc(OC)cc1)N2 (configuration not stated) | -4.1% | -7.0%
Cc1ccc(C(=O)NC2CCCCC2)cc1 | 3.1% | .
O=C(Nc1cc(Cl)cc(Cl)c1)C1COc2ccccc2O1 (configuration not stated) | 0.1% | -1.2%
COCCNC(=O)c1cccc([N+](=O)[O-])c1C | -0.6% | -0.2%
COc1ccc(C2=NOC3(CC(=O)N(c4ccc(Cl)cc4)C3=O)C2)c(OC)c1 (configuration not stated) | 3.3% | .
CCOC(=O)CCNC(=O)CCNC(=O)C(c1ccccc1)c1ccccc1 | 1.2% | -0.1%
CCCNc1nc(N2CCOCC2)nc(N2CCOCC2)n1 | -3.6% | -16.4%
O=C(CSc1nc2c(cnn2-c2ccc(F)cc2)c(=O)[nH]1)N1CCCCC1 | 8.2% | 3.4%
Cc1ccc(-c2nn(-c3ccccc3)cc2/C=C(\C#N)c2cccc(C#N)c2)o1 | 22.0% | -0.6%
CC(=O)c1c(C)[nH]c(C(=O)OCn2nnc3ccccc3c2=O)c1C | 1.0% | -3.8%
C=CCn1c(SCC(=O)NCCCC)nc2scc(-c3ccco3)c2c1=O | -4.0% | 5.1%
Cc1ccc2c(c1)N(C(=O)Nc1ccccc1)C(C)(C)CC2C (configuration not stated) | 1.0% | 1.3%
CN(CCCC(=O)Nc1ccncc1)S(=O)(=O)c1ccc(Cl)cc1 | -25.5% | -11.1%
CCOc1ccc(C)cc1S(=O)(=O)NC1CCCCC1 | 2.3% | 0.1%
COc1cccc(NC(=O)N2CCN(c3ccc(C(F)(F)F)cn3)CC2)c1 | -1.2% | 7.7%
CC(=O)c1c(C)[nH]c(C(=O)COC(=O)CNS(=O)(=O)c2ccccc2)c1C | 2.4% | -17.2%
O=C(O)c1cccc(NS(=O)(=O)c2ccc3nnn(O)c3c2)c1 | -1.3% | -2.9%
CCCCc1ccc(NC(=O)N[C@H](C(=O)O)C(C)C)cc1 | 3.1% | -3.0%
Cc1ccccc1NC(=O)c1ccccc1O | -2.3% | -9.9%

Grouped by structure: the entries above containing a COOH group.
SMILES | Hsp70 inhibitors | MKP-3 inhibition
CC(SCC(=O)Nc1ccc(S(=O)(=O)N2CCCCC2)cc1)C(=O)O (configuration not stated) | -2.5% | -9.2%
CCOC(=O)c1cc2sccc2n1CC(=O)O | -2.4% | .
O=C(O)c1cccc(NS(=O)(=O)c2ccc3nnn(O)c3c2)c1 | -1.3% | -2.9%
CCCCc1ccc(NC(=O)N[C@H](C(=O)O)C(C)C)cc1 | 3.1% | -3.0%

Reprinted at random: 2 compounds from above
SMILES | Hsp70 inhibitors | MKP-3 inhibition
CCOc1ccc(C)cc1S(=O)(=O)NC1CCCCC1 | 2.3% | 0.1%
Cc1ccccc1NC(=O)c1ccccc1O | -2.3% | -9.9%

Further structures:
SMILES | Hsp70 inhibitors | MKP-3 inhibition
NC1=NC(=O)/C(=C\c2ccc(-c3ccc([N+](=O)[O-])cc3)o2)S1 | -5.8% | 21.3%
Cn1c(=O)n(CC(=O)NCc2cccnc2)c2ccccc21 | -1.4% | .
CC(=O)CCc1oc2c(Br)cc(Br)cc2c1-c1ccc(C)o1 | -0.7% | 2.9%
COc1ccc(C(=O)N2CCCC(C(=O)N3CCCCCC3)C2)cc1 (configuration not stated) | -2.5% | .
COc1ccc(S(=O)(=O)N(Cc2ccccc2)c2ccccc2C(=O)O)cc1 | -1.8% | 4.1%
CSc1nnc2n(Cc3ccccc3)c(=O)c3c4c(sc3n12)COC(C(C)C)C4 (configuration not stated) | -0.2% | .
COc1ccc(N2C(=O)NC(=O)/C(=C/c3ccc(Sc4ccc(C)cc4)o3)C2=O)cc1 | -1.8% | 5.8%
O=C(Nc1ccc(S(=O)(=O)N2CCCCC2)cc1)c1ccncc1 | 3.0% | 6.9%
C/C=C/CSc1nc2c(c(=O)[nH]c(=O)n2C)n1C(C)C | 2.8% | -10.4%
CC1CCCC(C)N1CCCNC(=O)Cn1cc2c(n1)CCCC2 (configuration not stated) | -2.7% | -2.6%
Cc1nc2ccccn2c1C(=O)NCCCN1CCOCC1 | -2.4% | -4.9%
CSc1n[nH]c(NCc2ccccc2)n1 | 7.0% | -6.5%
CCCc1nc(-c2cc(OC)c(OC)c(OC)c2)no1 | 3.6% | -4.0%
COc1ccc2[nH]cc(C(=O)N3CCCCC3)c(=O)c2c1 | -3.5% | 2.9%
CCOc1ccc2nc(SCC(=O)c3cccs3)sc2c1 | 4.1% | -1.2%
Nc1cc(S(=O)(=O)C(F)(F)F)ccc1C(=O)O | -0.7% | -7.1%
C=C(C)Cn1c(-c2ccc(Br)cc2)n[nH]c1=S | 4.5% | 0.1%
CCOC(=O)C1CCN(C(=O)c2ccc(C#CC(C)(C)O)cc2)CC1 | 3.3% | -3.8%
O=C(c1cn(-c2ccccc2)nc1-c1cccs1)N1CCN(c2ccccn2)CC1 | 5.4% | 2.5%
Cc1cc2c(c(N3CCOCC3)n1)C(=O)OC2 | -2.0% | -6.3%
O=C1c2ccccc2COc2ccc(O)cc21 | 4.4% | .
Cc1ccc(-c2nc3ncccc3o2)cc1NC(=O)c1ccc(Br)o1 | 1.1% | 2.1%
O=C(Nc1cccc(NC(=O)N2CCN(c3ccccc3)CC2)c1)N1CCN(c2ccccc2)CC1 | -5.1% | -8.5%
CCOC(=O)N1CCC(C(=O)Nc2ccc(OCC)cc2)CC1 | 0.5% | -9.3%
Cc1[nH]n(-c2ccccc2)c(=O)c1/C=N/N(C)C | -1.5% | 0.8%
CC(C)N1C(=O)CCC1C(=O)NCc1ccccc1Cl (configuration not stated) | -0.2% | -8.6%
O=C(c1ccc(F)cc1)C1CCN(C(=O)NCc2ccccc2)CC1 | 1.7% | -1.8%
CC(C)C(=O)Nc1nnc(SCC(=O)NCc2cccs2)s1 | 3.8% | -13.0%
C=CCNC(=O)CN(c1ccc(Br)cc1)S(C)(=O)=O | -2.5% | 0.7%
Cc1ccc(-c2csc(NC(=O)C3C4CCC(C4)C3C(=O)O)n2)cc1 (configuration not stated) | 2.9% | -2.3%
O=C(CN(c1ccccc1F)S(=O)(=O)c1ccccc1)N1CCCCCC1 | . | -14.8%
COc1ccc(C(=O)NCC(C)CN(C)C)cc1 (configuration not stated) | 0.6% | -13.1%
CCOC(=O)c1cc(NC(=O)c2cccnc2)cc(C(=O)OCC)c1 | 0.4% | -2.1%
O=C(O)c1ccc(-n2c(-c3ccccc3)n[nH]c2=S)cc1 | 6.4% | -4.6%
Cc1cc(Cl)ccc1OC(=O)COc1ccc([N+](=O)[O-])cc1 | -6.4% | 4.5%
Cc1cccc(C)c1N(CC(=O)Nc1cccc(N(C)S(C)(=O)=O)c1)S(C)(=O)=O | -2.8% | -7.0%
CCCC(c1nnnn1C1CCCC1)N1CCN(c2ccccc2F)CC1 (configuration not stated) | 1.4% | -16.4%
Cc1ccc(S(=O)(=O)NC(=O)COc2ccccc2C(N)=O)cc1 | -3.5% | -2.3%
O=C(CCCCCN1C(=O)CCC1=O)Nc1ccc2c(c1)OCCO2 | 1.0% | -2.8%
COCc1cc(=O)n2[nH]c(-c3ccsc3-n3c(C)ccc3C)cc2n1 | -3.4% | .
Cc1cc(NC(=O)Cn2c(=O)n(Cc3ccccc3)c(=O)c3ccccc32)no1 | -2.8% | -1.1%
COc1ccc(-c2nnc3sc(-c4cccs4)nn23)cc1OC | -0.4% | -16.4%
CCCOc1ccc2ccccc2c1/C=N/n1cnnc1 | 2.5% | -6.1%
COc1cc(S(=O)(=O)N2CCN(c3ccccc3)CC2)ccc1Cl | 1.7% | -16.8%
COc1ccc(C2=Nn3c(nnc3-c3ccccn3)SC2)cc1 | -4.1% | -0.1%
